Screens from PubChem BioAssay.
S1P4 ag: agonists of human S1P4 receptor; S1P4-expressing cell line, agonist reporter assay; activation, % at 4.98 µM; actives 0.35% (n = 220,000); AID 1509; in the data active means activation above about 11%;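 further: 0% = DMSO vehicle and 100% = reference agonist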
S1P4 antag: blocks the human S1P4 receptor; actives 0.26% (n = 220,000); O95977; S1P4-expressing cells, antagonist mode, reporter read-out; inhibition, % at 4.98 µM; in the data active means inhibition above about 29%;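 further: 0% = wells stimulated with agonist and 100% = vehicle wells without agonist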
NPY1 pot ag: human NPY-Y1 potentiation or agonism, primary screen; actives 0.37% (n = 220,000); AID 1304; activation, % at 3.6 µM; NPY-Y1 expressing cells, potentiator/agonist activation; in the data active means activation above about 33%, passing the limit was not always enough;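 further: cells stimulated with NPY at EC10 then isoproterenol at EC100; 0% = low agonist plus stimulus and 100% = saturating agonist plus stimulus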
Target sequence (P25929 whole entry, looked up): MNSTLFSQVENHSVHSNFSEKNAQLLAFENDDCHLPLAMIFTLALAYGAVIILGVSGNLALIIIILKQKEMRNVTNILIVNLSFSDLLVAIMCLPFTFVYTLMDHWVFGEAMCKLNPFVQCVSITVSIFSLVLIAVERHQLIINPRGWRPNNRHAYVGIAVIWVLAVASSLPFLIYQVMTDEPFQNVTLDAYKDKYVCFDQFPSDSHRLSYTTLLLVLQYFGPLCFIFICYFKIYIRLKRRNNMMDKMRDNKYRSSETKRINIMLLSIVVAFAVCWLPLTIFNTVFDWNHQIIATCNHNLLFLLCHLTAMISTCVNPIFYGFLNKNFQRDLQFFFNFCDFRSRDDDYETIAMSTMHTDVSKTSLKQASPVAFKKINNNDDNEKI
p97 ATPase inh: human p97 ATPase inhibition | actives 0.42% (n = 220,000) | recombinant p97 ATPase, Kinase-Glo ATP luminescence, 3 h | inhibition, % at 8 µM | P55072; in the data active means inhibition above about 15%;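 further: 0% = DMSO vehicle and 100% = wells lacking enzyme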
EP2 antag: EP2 receptor (human) inhibition | C6 glioma cells expressing human EP2, cAMP TR-FRET; cells stimulated with saturating PGE2 | inhibition, % at 25 µM | actives 0.52% (n = 260,000);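 active means percent inhibition above 40 after rounding to a whole number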;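 further: rat C6 glioma host cells with rolipram phosphodiesterase inhibitor present; the protocol text gives 20 µM as final concentration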
Target sequence (P43116 whole entry, looked up): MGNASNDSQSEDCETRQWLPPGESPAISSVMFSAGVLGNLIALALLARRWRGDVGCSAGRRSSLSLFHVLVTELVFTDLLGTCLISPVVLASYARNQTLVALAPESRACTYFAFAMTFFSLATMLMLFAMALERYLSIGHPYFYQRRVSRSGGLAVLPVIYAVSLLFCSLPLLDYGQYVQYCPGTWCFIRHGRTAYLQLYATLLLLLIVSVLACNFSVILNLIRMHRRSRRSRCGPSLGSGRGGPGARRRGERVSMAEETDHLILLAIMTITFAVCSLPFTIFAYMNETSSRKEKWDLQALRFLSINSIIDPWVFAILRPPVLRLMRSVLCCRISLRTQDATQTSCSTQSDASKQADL
EP2 modulator: modulators of human EP2 prostaglandin E2 receptor | P43116 | EP2-expressing cells, cAMP HTRF FRET, PGE2 co-stimulation | induction, % at 25 µM | actives 0.83% (n = 260,000) | AID 940;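 active means compounds whose cAMP rise, as percent of the full-agonist control response, exceeds 60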;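 further: rat C6 glioma line stably carrying human EP2 under a CMV promoter; the protocol text gives 20 µM as final concentration; 100% = response of wells given 1 µM PGE2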
NPY Y1 blocker: NPY-Y1 (human) receptor antagonism | HEK293-CNG Y1 cells, membrane potential fluorescence; NPY at EC95, then isoproterenol | P25929 | AID 1040 | actives 1% (n = 200,000) | inhibition, % at 3.6 µM;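 active means inhibition above the campaign mean inhibition of all tested compounds plus 3 SD, cut at about 20% in these data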;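 further: 0% = DMSO wells given NPY plus isoproterenol and 100% = isoproterenol alone without NPY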
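Assay system: HEK293 Y1/CNG channel cell line; Doses: single compound dose of 3.6 µM, 0.4% DMSO; Timing: dye 3 h, compound 60 min room temperature, stimulation 45 min; Technique: Membrane-potential fluorescent dye readout; Measure: % inhibition of NPY effect.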
eIF4E-4G inh: blocks eIF4E binding to eIF4G. P63073+Q04637. TR-FRET eIF4E-eIF4GI(517-606) binding, 2 h. inhibition, % at 21.7 µM. actives 0.37% (n = 220,000);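 active means inhibition above about 30%, limit read from the data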;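 further: 0% = full FRET control wells and 100% = background wells lacking eIF4GI fragment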
NPY2 pot ag: human NPY-Y2 potentiation or agonism, primary screen | cells expressing NPY-Y2, potentiator/agonist read-out | AID 1359 | actives 0.45% (n = 220,000) | activation, % at 3.6 µM; in the data active means activation above about 27%;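 further: cells stimulated with NPY near EC25 plus isoproterenol at EC100; 0% = vehicle plus submaximal agonist and 100% = vehicle plus saturating agonist; some results beyond the cut were filed as inactive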
* hit, by the source's call; x = no result given; & = joins results of further samples; [ ] = another dose, or the depositor's remark. A portion of the library; the hit share may differ from the screen's.

Values run as follows: S1P4 ag	S1P4 antag	NPY1 pot ag	p97 ATPase inh	EP2 antag	EP2 modulator	NPY Y1 blocker	eIF4E-4G inh	NPY2 pot ag
- Cc1ccc(C)c(NC(=O)C2CC(=O)N(C(C)C)C2)c1 (stereo unspecified)
 : -0.1	-20	-9	1	10&10	-4&1	7	-5[fluorescence artefact?]	9
- CCCCCCNc1c(C(=O)OCC)c(=O)[nH]c2ccccc12
 : -2.1	-9	-9	1	15	-26	2	-11	0
- Cc1cc(/C=C(\C#N)C(=O)OCC#N)c(C)n1CC(C)C
 : 0.5	-32	-6	-2	3	-20	3	2	3
- CC(=O)Nc1ccc(S(=O)(=O)Nc2cccc(NC(=O)C(C)(C)C)c2)cc1
 : -0.8	-17	-18	0	4	7	1	9	5
- Cc1nn(-c2ccccc2)c(Cl)c1C(=O)Nc1ccc(N2CCOCC2)cc1
 : 0.5	-15	8	-7	10	-11	5	-2	-7
- Cc1cc(/C=N/NC(=O)Cn2c3ccccc3c(=O)c3ccccc32)c(C)n1-c1ccccc1
 : 9.6	-19	50*	6	x	-13	-13	-10	50*
- O=C(COC(=O)c1cc([N+](=O)[O-])ccc1NCCO)NCc1cccs1
 : -1.0	-12	8	-2	12	-27	2	1	-1
- Cc1nc(NC(C)C)c2cnn(CCc3ccccc3)c2n1
 : -3.7	-14	8	2	12	-6	12	-4	-4
- Nc1nnc(SCC(=O)NC2CCCCC2)s1
 : -0.6	-30	-24	-1	9	22	5	-3[fluorescence artefact?]	-5
- O=C(NCCN1CCN(c2ccccc2F)CC1)C1CCCN(S(=O)(=O)c2cnc[nH]2)C1 (stereo unspecified)
 : 1.9	-7	-7	3	x	3	3	4	-17
- Cc1cc(NC(c2cccnc2)c2c(C)[nH]c3ccccc23)no1 (stereo unspecified)
 : 0.1	8	-2	-1	24	14	0	1[fluorescence artefact?]	4
- O=[N+]([O-])c1ccc(N2CCN(S(=O)(=O)c3ccccc3)CC2)cc1NCc1ccco1
 : -2.0	2	-11	-2	4	0	5	0[fluorescence artefact?]	8
- COC(=O)C(=NNc1c(C)n(C)n(-c2ccccc2)c1=O)C(=O)OC
 : 1.6	-11	-19	-5	5	31	-1	-3	1
- Cc1nnc(SCC(=O)NC(=O)NCc2ccco2)s1
 : 2.6	-5	-19	5	6	7	-1	4	1
- Cc1c(NC(=O)CC2NC(=O)NC2=O)c(=O)n(-c2ccccc2)n1C (stereo unspecified)
 : 1.3	-12	6	0	5	-8	4	-5	1
- Cc1cccc(NC(=O)CSc2nncn2-c2ccccn2)c1
 : 1.6	-4	-10	3	7	-20	-4	-1	4
- CCn1ncc(CNC(=O)C2(C)CC2(Br)Br)c1C (stereo unspecified)
 : 0.0	-3	-13	-2	7	25	3	0	9
- CCOc1cc(N2CCOCC2)c(OCC)cc1NC(=O)COC(=O)c1cccc2ccccc12
 : 1.0	-3	-9	-2	10	19	8	2	-27
- Cc1[nH]nc(N)c1-c1ccc(Cl)cc1
 : 1.2	1	7	4	3	-4	9	-2	-13
- N#C/C(=C\c1ccc(Cl)c([N+](=O)[O-])c1)c1ccccn1
 : -0.8	6	-5	3	14	-36	-1	2	-2
- O=S(=O)(Nc1cccc2ccccc12)c1cccc2nonc12
 : -0.8	12	19	5	15	-12	x	3	63*
- Nc1c(C(=O)NCC2CCCO2)sc2nc3c(c(-c4ccco4)c12)CC/C3=C\c1ccco1 (stereo unspecified)
 : -2.8	-12	-20	12	6	-1	1	19	-4
- OCc1nnc2c3ccccc3c(-c3ccccc3)nn12
 : 1.9	7	-12	5	8	19	-2	-7	-11
- CCN(CC)C(=O)N1CCN(C(=O)N(CC)CC)CC1
 : -1.3	-4	17	9	7	12	-1	3	-6
- Cc1ccc(NC(=O)Nc2ccc3c(c2)N(C)C(=O)CS3)cc1C
 : 0.2	-20	7	-4	23	-81	3	0	10
- Cc1nc(N2CCN(c3ccccc3)CC2)nc2c1C(=O)CC(c1ccccc1)C2 (stereo unspecified)
 : -0.6	5	6	4	4	24	-1	-2	-3
- O=C(c1ccc([N+](=O)[O-])s1)N1CCc2ccccc2C1
 : -0.5	-8	2	-5	8	-2	0	2	4
- Cc1ccc(Sc2ccc(N)cn2)cc1
 : -1.1	0	-23	6	5	-16	x	-2	-25
- Cc1ccccc1NC(=S)NC1CCN(Cc2ccccc2)CC1
 : 0.8	-4	12	1	7	-37	-2	-11	-4
- CCc1ccccc1NC(=O)C1C(c2ccccc2)C1(Cl)Cl (stereo unspecified)
 : -0.1	-2	13	2	7	-11	5	-2	-7
- CCOc1ccc(CN2CCN(Cc3cnc(N4CCOCC4)s3)CC2CCO)cc1 (stereo unspecified)
 : -0.5	-13	3	-1	13	0	4	1	-16
- CCOC(=O)c1cnc2c(c(C)nn2C)c1Oc1ccc(OC)cc1
 : 0.8	3	-10	2	3	24	x	-1	-9
- CCn1c(CC(=O)Nc2cccc(OC)c2)nnc1SCC(=O)N1CCN(c2ccccc2)CC1
 : 2.5	-9	21	2	8	-15	8	-4	11
- CCOC(=O)c1cc(NC(=O)CCC(=O)O)ccc1N1CCCCC1
 : 1.8	7	-6	-4	5	-11	x	2	4
- O=C(Cn1ccc([N+](=O)[O-])n1)N1CCCc2ccccc21
 : 2.3	1	2	1	x	6	1	-12	4
- NC(=O)c1sc(=S)n2c1[nH]c(=O)c1sccc12
 : 0.7	10	-17	10	1	-9	7	-1	-9
- Cc1cc(C)c(C)c(S(=O)(=O)N2CCC(C(=O)Nc3ccccc3N3CCOCC3)CC2)c1C
 : -1.4	-8	5	5	2	5	0	4	9
- O=C(CSc1nc2ccccc2[nH]1)N/N=C/C=C/c1ccccc1[N+](=O)[O-]
 : -0.6	-3	-31	5	10	-5	-1	6	-10
- O=C(CCCCn1c(=S)[nH]c2ccsc2c1=O)NCc1ccc2c(c1)OCO2
 : 1.7	-15	-10	3	2	-55	5	3	-2
- Cc1cccc(S(=O)(=O)C(C#N)c2nc3ccccc3nc2N2CC(C)OC(C)C2)c1 (stereo unspecified)
 : -1.3	-4	12	3	23	35	-6	10	4
- CC(=NCCCNC1CCCCC1)C1=C(O)CC(C)(C)CC1=O
 : -0.9	-9	-4	4	6	-2	-4	0	5
- COc1ccc(/C(=C\Nc2ccc(C)c(C)c2)C(C)=O)cc1OC
 : 1.1	-18	1	-1	6	-8	4	-1	2
- C[N+](C)(C)c1ccc(/C=N/Nc2nc(Cl)c(C#N)c(Cl)c2Cl)cc1
 : 4.0	-2	8	11	6	11	4	30*[fluorescence artefact?]	-5
- O=c1oc2ccccc2n1CCn1c2ccccc2c2nc3ccccc3nc21
 : 0.6	2	2	1	18	7	10	-12	-5
- O=C(NCc1ccco1)/C(=C\c1cccs1)NC(=O)c1ccsc1
 : 0.3	-9	-14	2	8	-3	-3	0	7

Remaining list, next part.
Assay codes: A = S1P4 ag; B = S1P4 antag; C = NPY1 pot ag; D = p97 ATPase inh; E = EP2 antag; F = EP2 modulator; G = NPY Y1 blocker; H = eIF4E-4G inh; I = NPY2 pot ag
Cc1ccc2nc(SCc3cn4c(C)cc(C)nc4n3)[nH]c2c1
  A: -1.4 | B: -2 | C: -34 | D: 4 | E: 3 | F: -8 | G: -1 | H: -2 | I: -15

Cc1c(Cl)c([N+](=O)[O-])nn1CC(=O)NC1CCCCC1
  A: -0.7 | B: 1 | C: -10 | D: 2 | E: 10&8 | F: 6&27 | G: 3 | H: 0 | I: -9

CN(C)/C=N/c1sc2c(c1C#N)CCCC2
  A: 2.0 | B: -13 | C: -14 | D: 3 | E: 11 | F: -22 | G: 2 | H: -3 | I: -9

O=C1NCC(NC(=O)C(F)(F)F)c2cc3c(cc21)OCO3 (stereo unspecified)
  A: -1.1 | B: -3 | C: 17 | D: 6 | E: 4 | F: 28 | G: -5 | H: 3 | I: 1

COc1ccccc1N1CCN(C(=S)Nc2cccc(C)c2)CC1
  A: 0.5 | B: -8 | C: 27 | D: 4 | E: 10 | F: -23 | G: 7 | H: -1 | I: -13

COC(=O)c1cc(OC)c(OC)cc1NC(=S)Nc1cc(Cl)ccc1OC
  A: 1.7 | B: -5 | C: 7 | D: 1 | E: 9 | F: -4 | G: 2 | H: 3 | I: -1

O=C(Nc1sc2c(c1-c1nc3ccccc3[nH]1)CCCC2)C1CCCC1
  A: -1.0 | B: -16 | C: 16 | D: 4 | E: 18 | F: 9 | G: 0 | H: 2 | I: 10

Cc1nc2nc(C)n(-c3ccccc3)c2s1
  A: 0.5 | B: 5 | C: -24 | D: 0 | E: 8 | F: 7 | G: -3 | H: -13[fluorescence artefact?] | I: -13

CCNc1nc(-c2ccc(OC(F)F)cc2)c(C)s1
  A: -0.7 | B: -14 | C: 0 | D: 1 | E: 4 | F: 7 | G: 5 | H: 0 | I: 4

Cc1ncoc1C(=O)N1CCCC(C(=O)c2ccc(-c3ccccc3)c(F)c2)C1 (stereo unspecified)
  A: -0.3 | B: -8 | C: 5 | D: -3 | E: 8 | F: -25 | G: 3 | H: 4 | I: -4

Cc1ccc(-n2nc3cc(C)c(NC(=S)NC(=O)/C=C/c4ccco4)cc3n2)cc1
  A: -1.0 | B: -13 | C: -7 | D: 4 | E: 9 | F: -2 | G: 0 | H: 5 | I: -5

CN1CCC(=NNC(=O)CN(c2cccc(Br)c2)S(C)(=O)=O)CC1
  A: -0.2 | B: -11 | C: -12 | D: -1 | E: 6 | F: -17 | G: -3 | H: 4 | I: -8

Of the compounds above, seven have an aryl thioether with sulfur outside any ring.
Assay codes: A = S1P4 ag; B = S1P4 antag; C = NPY1 pot ag; D = p97 ATPase inh; E = EP2 antag; F = EP2 modulator; G = NPY Y1 blocker; H = eIF4E-4G inh; I = NPY2 pot ag
Nc1nnc(SCC(=O)NC2CCCCC2)s1
  A: -0.6 | B: -30 | C: -24 | D: -1 | E: 9 | F: 22 | G: 5 | H: -3[fluorescence artefact?] | I: -5

Cc1nnc(SCC(=O)NC(=O)NCc2ccco2)s1
  A: 2.6 | B: -5 | C: -19 | D: 5 | E: 6 | F: 7 | G: -1 | H: 4 | I: 1

Cc1cccc(NC(=O)CSc2nncn2-c2ccccn2)c1
  A: 1.6 | B: -4 | C: -10 | D: 3 | E: 7 | F: -20 | G: -4 | H: -1 | I: 4

Cc1ccc(Sc2ccc(N)cn2)cc1
  A: -1.1 | B: 0 | C: -23 | D: 6 | E: 5 | F: -16 | G: x | H: -2 | I: -25

CCn1c(CC(=O)Nc2cccc(OC)c2)nnc1SCC(=O)N1CCN(c2ccccc2)CC1
  A: 2.5 | B: -9 | C: 21 | D: 2 | E: 8 | F: -15 | G: 8 | H: -4 | I: 11

O=C(CSc1nc2ccccc2[nH]1)N/N=C/C=C/c1ccccc1[N+](=O)[O-]
  A: -0.6 | B: -3 | C: -31 | D: 5 | E: 10 | F: -5 | G: -1 | H: 6 | I: -10

Cc1ccc2nc(SCc3cn4c(C)cc(C)nc4n3)[nH]c2c1
  A: -1.4 | B: -2 | C: -34 | D: 4 | E: 3 | F: -8 | G: -1 | H: -2 | I: -15
